# Bioassay records (PubChem BioAssay)
# IDE cell inh: inhibits human insulin-degrading enzyme in HEK cells | AID 434962 | 320,000 tested, 0.41% active | FAbetaB cleavage, fluorescence polarization | inhibition, % at 5.59 µM | P14735;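 active means percent inhibition above the average of all tested compounds plus 3 SD, set per screening campaign, cut at about 16% in these data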;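 further: IDE supplied by intact live HEK cells; FP after avidin binding of uncleaved biotin substrate so inhibition keeps polarization high; 0% = DMSO wells and 100% = 60 µM reference IDE inhibitor Ii1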
# Target sequence (P14735 whole entry, looked up): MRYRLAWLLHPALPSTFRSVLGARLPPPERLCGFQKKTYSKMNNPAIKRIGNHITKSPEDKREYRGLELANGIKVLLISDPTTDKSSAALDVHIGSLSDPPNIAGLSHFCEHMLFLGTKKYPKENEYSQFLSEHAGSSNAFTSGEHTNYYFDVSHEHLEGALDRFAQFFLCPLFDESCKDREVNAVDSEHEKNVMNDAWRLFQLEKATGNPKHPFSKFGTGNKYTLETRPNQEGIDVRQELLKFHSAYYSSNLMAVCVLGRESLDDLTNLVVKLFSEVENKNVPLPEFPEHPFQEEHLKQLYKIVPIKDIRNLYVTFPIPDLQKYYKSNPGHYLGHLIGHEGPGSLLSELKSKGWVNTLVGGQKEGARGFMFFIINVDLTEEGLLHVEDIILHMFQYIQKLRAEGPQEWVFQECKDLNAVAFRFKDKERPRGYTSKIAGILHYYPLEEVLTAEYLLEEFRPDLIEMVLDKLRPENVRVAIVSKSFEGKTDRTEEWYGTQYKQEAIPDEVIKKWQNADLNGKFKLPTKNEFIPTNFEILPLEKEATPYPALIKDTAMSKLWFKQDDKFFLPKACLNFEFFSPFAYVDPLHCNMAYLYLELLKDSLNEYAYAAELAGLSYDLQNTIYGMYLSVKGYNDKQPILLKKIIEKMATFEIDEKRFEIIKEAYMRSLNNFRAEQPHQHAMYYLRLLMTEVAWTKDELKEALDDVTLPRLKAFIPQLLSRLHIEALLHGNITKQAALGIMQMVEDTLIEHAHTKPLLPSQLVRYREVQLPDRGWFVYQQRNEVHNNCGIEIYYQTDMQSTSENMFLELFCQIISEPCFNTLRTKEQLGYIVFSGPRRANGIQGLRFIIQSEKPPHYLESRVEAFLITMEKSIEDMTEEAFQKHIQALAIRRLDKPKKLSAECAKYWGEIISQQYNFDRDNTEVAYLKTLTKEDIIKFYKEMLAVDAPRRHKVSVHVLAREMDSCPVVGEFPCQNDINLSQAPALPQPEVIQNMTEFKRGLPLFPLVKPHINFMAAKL
# IDE cell activ: IDE (human) activation, cell-based; 340,000 tested, 0.073% active; AID 493087; HEK cells, FAbeta-B cleavage, fluorescence polarization; 0% vehicle, 100% cell-free pure enzyme wells; P14735; activation, % at 5.96 µM;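 active means activation above the mean of all tested compounds plus 3 SD, set per screening campaign, cut at about 17% in these data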
# Active calls of the source: *; & = joins results of further samples. Only part of the results is shown. The share of hits here may be higher or lower than overall.
SMILES,IDE cell inh,IDE cell activ
FC(F)(F)c1cc(CO[C@@H]2CCCN[C@@H]2c2ccccc2)cc(C(F)(F)F)c1,0,4
CC(C)CN(C(=O)COC(=O)CCCc1nc2ccccc2s1)c1c(N)n(Cc2ccccc2)c(=O)[nH]c1=O,-2,1
C#CCOCCOCCOCCNc1nc(N2CCN(C(=O)CCCCCCCCCCNC(=O)Cn3cc(CCCCCN)nn3)CC2)nc(N2CCN(C(=O)CCCCCCCCCCNC(=O)[C@@H](CCC(=O)O)n3cc(CCCCCN)nn3)CC2)n1,-5,2
O=C(Nc1ccccc1)C1CCN(S(=O)(=O)c2ccc3c(c2)OCCO3)CC1,-3,6
COc1ccc(-c2nnn(CC(=O)NC(=O)NC3CCCCC3)n2)cc1OC,1,0
COc1cc(C#Cc2c(-c3cncn3C)n(C)c3ccc(-c4ccc5cc[nH]c5c4)cc23)cc(OC)c1,0,-3
CCCc1cc(=O)[nH]c2nnc(SCC(=O)Nc3ccc(NC(C)=O)cc3)n12,-1,2
Cc1c(NC(=O)C(C)OC(=O)COc2ccc(C#N)cc2)c(=O)n(-c2ccccc2)n1C (stereo unspecified),-1,4
CCN1C(=NCCOC)N[C@@H](c2ccccc2)[C@H](C(=O)OC)[C@H]1C,1,3
CCN(C(=O)CSc1nnc(Nc2ccc(OC)cc2)s1)C1CCS(=O)(=O)C1 (stereo unspecified),2,-1
CC(C)(Oc1ccc(Cl)cc1)C(=O)NC1CC1,5,1
CSc1ncccc1C(=O)Nc1cccc(S(=O)(=O)N2CCCC2)c1,3,5
O=C(COc1ncnc2sccc12)Nc1cccc(S(=O)(=O)N2CCOCC2)c1,-1,2
CCOc1ccc(C(=O)NCC(=O)OCCCC(=O)c2ccc(F)cc2)cc1OCC,-3,2
COc1ccc(-c2cc(C(=O)N(C)Cc3nc4ccccc4c(=O)[nH]3)c3ccccc3n2)cc1OC,3,-2
O=C(COC(=O)c1cnccn1)Nc1ncc(C(F)(F)F)cc1Cl,5,-1
Cc1ccc2nc(NC(=O)CN3C(=O)NC4(CCCCC4)C3=O)sc2c1,1,2
COc1ccc(-c2c(C(=O)O)c(-c3ccccc3)cn2C)cc1,7,1
COc1ccc(-c2cc3cc(OC)c(OC)cc3cn2)cc1,7,-5
COCCCN(C(=O)C(C)Oc1ccc(Br)cc1)c1c(N)n(Cc2ccccc2)c(=O)[nH]c1=O (stereo unspecified),9,6
C[C@H](CO)N1C[C@H](C)[C@@H](CN(C)Cc2ccc(-c3ccccc3)cc2)Oc2c(NS(=O)(=O)c3cn(C)cn3)cccc2C1=O,4,6
CSc1ccc(S(=O)(=O)NCC(=O)OCC(=O)N(C)Cc2ccccc2)cc1[N+](=O)[O-],7,0
COc1cc(C(=O)NCC(=O)N2CCN(S(=O)(=O)c3ccccc3C(F)(F)F)CC2)cc(OC)c1OC,-3,6
CC(C)(C)c1ccc(S(=O)(=O)N2CCN(CC(O)COCC3CCCO3)CC2)cc1 (stereo unspecified),2,1
Cc1ccc2nc(SCC(=O)NCc3ccco3)nc(=O)n2c1,5,2
COc1ccc(-c2sc3ccc(N4CCOCC4)cc3c2C#CCCO)cc1,2,5
NC(=O)c1ccc(NS(=O)(=O)c2ccc(Br)s2)cc1,1,2
Cc1cnc(C(=O)OC(C)C(=O)c2c(C)[nH]c3ccccc23)cn1 (stereo unspecified),3,0
CCOc1ccc(S(=O)(=O)Nc2cccc(C(=O)NCCCN3CCCC3=O)c2)cc1,-1,3
CCN(CC(=O)Nc1ccccc1C(F)(F)F)C(=O)CCSc1ccc(F)cc1,7,9
C[C@H](CO)N1C[C@H](C)[C@@H](CN(C)S(=O)(=O)c2ccccc2)Oc2ccc(NC(=O)Nc3ccc(C(F)(F)F)cc3)cc2C1=O,2,-11
COCCCN1C(=O)c2ccc(C(=O)OCC(=O)N3CCN(c4ccccc4)CC3)cc2C1=O,2,-1
Nc1nnc(SCC(=O)NNC(=O)c2ccccc2F)s1,5,-4
O=C(c1ccccc1)C(c1ccccc1)c1ccccc1,13,2
Cc1ccc(NC(=O)CNC(=O)c2ccc(C)s2)nc1,1,2
Cc1cc(C(=O)OCC(=O)Nc2ccccc2Cl)c(C)o1,-4,6
COC(=O)c1ccc(CNC(=O)Cn2cnc3c(SC)nc(N)nc32)cc1,0,4
CCOC(=O)c1c(NC(=O)COC(=O)c2nccnc2N)sc(C(=O)N(C)C)c1C,4,-2
Cc1ccc2nc(SCC(=O)Nc3ccc(Br)cc3)nc(=O)n2c1,4,7
CC12CCC(=O)N1C(C(=O)NCc1ccc(Cl)cc1Cl)CS2 (stereo unspecified),3,0

# A second format for 6 compounds above.
# Values run as follows: IDE cell inh	IDE cell activ
> O=C(c1ccccc1)C(c1ccccc1)c1ccccc1
 : 13	2
> Cc1cc(C(=O)OCC(=O)Nc2ccccc2Cl)c(C)o1
 : -4	6
> COc1cc(C(=O)NCC(=O)N2CCN(S(=O)(=O)c3ccccc3C(F)(F)F)CC2)cc(OC)c1OC
 : -3	6
> NC(=O)c1ccc(NS(=O)(=O)c2ccc(Br)s2)cc1
 : 1	2
> COC(=O)c1ccc(CNC(=O)Cn2cnc3c(SC)nc(N)nc32)cc1
 : 0	4
> Nc1nnc(SCC(=O)NNC(=O)c2ccccc2F)s1
 : 5	-4

# Next compounds follow:
SMILES,IDE cell inh,IDE cell activ
COc1ccc(OC)c(NC(=O)COC(=O)Cc2ccsc2)c1,-3,8
CCOC(=O)C1Nc2ccccc2C2C(O)C(O)CC12 (stereo unspecified),-2,13
CCCCn1c(N)c(N(CCOC)C(=O)CN(C)S(=O)(=O)c2ccc(C)cc2)c(=O)[nH]c1=O,-4,2
O=C(CN1C(=O)C2CCCCC2C1=O)Nc1cc(C(F)(F)F)ccc1N1CCCC1 (stereo unspecified),1,-3
Cc1cc(C)n2nc(C(=O)OCC(=O)NCc3ccccc3)nc2n1,1,1
Cc1noc(C)c1COc1ccc(C(=O)N2CCN(S(=O)(=O)c3cccc(F)c3)CC2)cc1,2,1
COc1ccc(C(=O)OCC(=O)Nc2c(C)n(C)n(-c3ccccc3)c2=O)cc1,2,-1
COc1ccccc1N1CCN(CCN(C(=O)C2CCCCC2)c2ccccn2)CC1,3,-3&5
CCOc1ccc(S(=O)(=O)Nc2cc(NS(=O)(=O)c3ccc(OCC)cc3)cc(C(=O)O)c2)cc1,-2,2
COc1ccc(NC(=O)Nc2ccc3c(c2)C(=O)N([C@H](C)CO)C[C@H](C)[C@@H](CN(C)C(=O)NC2CCCCC2)O3)cc1,4,-5
CCCCCCCNC(=O)C1(CC2CC(c3cccc(Br)c3)=NO2)CCN(C(=O)Cc2ccc(F)cc2)CC1 (stereo unspecified),-3,3
COc1ccc(-c2ccc3c(c2)S(=O)(=O)c2cccc(C(=O)NCc4ccccc4Cl)c2C3=O)cc1OC,1,-4
COc1ccccc1CNC(=O)CN1C(=O)NC2(CCCCCCC2)C1=O,3,3
O=[N+]([O-])c1ccc(S(=O)(=O)N2CCC3(CC2)OCCN3S(=O)(=O)c2cccs2)cc1,0,2
O=C(CNC(=O)c1ccco1)Nc1ccc2c(c1)OCCO2,5,1
O=C(NCc1ccccc1)[C@]1(C(F)(F)F)C[C@H](CCc2ccccc2)CCCO1,4,-5
COc1ccc(-c2cccc(NS(=O)(=O)c3ccccc3[N+](=O)[O-])c2)nn1,10,1
CC(=O)Nc1cc(NC(C)=O)cc(C(=O)OCC(=O)c2ccc3c(c2)OCO3)c1,7,-4
COC(=O)c1ccc(/C=C/C(=O)OCC(=O)Nc2cc(C)on2)cc1,3,-1
COc1ccc2cc1Oc1ccc(cc1)C[C@H]1c3c(cc(OC)c4c3Oc3c(ccc5c3[C@H](C2)N(C)CC5)O4)CCN1C,2,6
C[C@H]1CN([C@@H](C)CO)C(=O)c2cccc(NC(=O)c3ccc(-c4nccs4)cc3)c2O[C@@H]1CN(C)C(=O)Nc1cccc2ccccc12,0,-1
N#CC1(c2ccccc2)CCC(=NNS(=O)(=O)c2ccccc2)CC1 (stereo unspecified),0,3
CC(C)c1ccc(C(=O)CN2C(=O)NC3(CCc4ccccc43)C2=O)cc1 (stereo unspecified),2,6
COc1ccc(S(=O)(=O)N(CC(C)C)C2CCS(=O)(=O)C2)cc1OC (stereo unspecified),3,1
O=C(COC(=O)CNC(=O)c1ccc(Cl)cc1)Nc1ccc(Cl)cn1,4,-7
O=C(COC(=O)c1nc(Cl)ccc1Cl)NCCc1ccccc1,-1,8
COc1ccc(NC(=O)C2CCOC2=O)cc1 (stereo unspecified),8,7
COc1ccc(CC(=O)Nc2ccccc2C(C)=O)cc1S(=O)(=O)N1CCOCC1,0,7
CN(Cc1ccccc1)C(=O)COC(=O)Cc1ccc(Cl)cc1,7,5
O=C(NC1CCCCC1)C1COc2ccccc2O1 (stereo unspecified),0,6
COc1ccc(C(=O)NCC(C)NC(=O)c2ccc(OC)c(OC)c2)cc1OC (stereo unspecified),2,0
CCC(=O)c1ccc(OCC(=O)Nc2cccc(S(=O)(=O)N(C)c3ccccc3)c2)cc1,11,-8
COc1ccccc1NC(=O)C(C)N1C(=O)C2CCCCC2C1=O (stereo unspecified),-5,5
O=C(CCS(=O)(=O)c1ccccc1F)Nc1ccc(N2CCN(Cc3ccccc3)CC2)cc1,-1,-3
CCOC(=O)C1=C(C)NC(C)=C(C(=O)OCC)C1C(=O)OCC(=O)N1CCOCC1,0,3
O=C(CN1CCN(S(=O)(=O)c2cccs2)CC1)NCC1CCCCC1,-2,5
CCCCn1c(N)c(N(CCOC)C(=O)c2ccc(N3CCCC3)c([N+](=O)[O-])c2)c(=O)[nH]c1=O,0,1
Cc1ccc(S(=O)(=O)N2CCC[C@H]2C(=O)Nc2ccccc2Cl)cc1,0,1
COc1ccc(S(=O)(=O)N(C)C[C@H]2Oc3c(NS(=O)(=O)c4ccc(F)cc4)cccc3C(=O)N([C@H](C)CO)C[C@@H]2C)cc1,2,-2
CC(=O)Nc1ccc(NC(=O)C(C)OC(=O)c2ccc(S(=O)(=O)N3CCCCCC3)cc2)cc1 (stereo unspecified),4,5
CC(=O)c1sc(NC(=O)C2CCN(c3ncnc4sc(C)c(C)c34)CC2)nc1-c1ccccc1,4,1
CC1C(=O)N2CCCc3cc(NC(=O)C(=O)NCCCc4ccccc4)cc1c32 (stereo unspecified),8,-4
O=C(CN1C(=O)NC2(CCCC2)C1=O)N1CCN(Cc2ccccc2)CC1,1,6
COc1cc(OC)cc(-c2c(-c3cccs3)c3cc(-c4ccc(OC)cc4F)ccc3n2C)c1,2,6
COC(=O)C1=C(C)N(Cc2ccccc2)C(=NCc2cc(OC)c(OC)c(OC)c2)N[C@H]1CCc1ccccc1,2,1
CCC1(c2ccccc2)NC(=O)N(CC(=O)Nc2ccc(S(=O)(=O)NC3=NCCCCC3)cc2)C1=O (stereo unspecified),-2,3
CN1CCN(S(=O)(=O)c2cccc(C(=O)Nc3cccc([N+](=O)[O-])c3)c2)CC1,-4,0
NC(=O)/C(N=Nc1ccccc1)=N/Nc1ccccc1,-6,-1
C#Cc1ccc([C@@H]2C=C(C(=O)NC3CC3)O[C@H](OCc3ccc(CO)cc3)C2)cc1,3,-2
CCN(C(=O)CSc1nc(N)cc(=O)[nH]1)C1CCS(=O)(=O)C1 (stereo unspecified),1,5
CCc1noc(C)c1C(=O)Nc1ccc(C)c(S(=O)(=O)N2CCCCCC2)c1,1,1
Cc1ccccc1CN1[C@@H](C(C)C)COCCS1(=O)=O,2,1
O=C(c1ccc(NS(=O)(=O)c2ccc3[nH]c(=O)[nH]c3c2)cc1)N1CCCCC1,-7,2
CC(=O)n1c(-c2ccccc2)c(-c2ccccc2)n(C)c1=O,5,1
Cc1c(NC(=O)[C@@H](NC(=O)c2ccc(Cl)c([N+](=O)[O-])c2)C(C)C)c(=O)n(-c2ccccc2)n1C,3,2
c1ccc2occc2c1,10,0
Cc1nnc(SCC(=O)NC2CCCCCC2)n1N,4,1
Cc1csc2nc(O)c(C(=O)NCCN3CCOCC3)c(=O)n12,-2,1
Cc1ccccc1OCCC(=O)OCC(=O)Nc1c(C)nn(-c2ccccc2)c1C,-1,1
CN(Cc1ccccc1N1CCCC1)C(=O)c1cc2ccccc2o1,0,2

# One compound at a time (already shown). Values in the order: IDE cell inh	IDE cell activ
# CCC1(c2ccccc2)NC(=O)N(CC(=O)Nc2ccc(S(=O)(=O)NC3=NCCCCC3)cc2)C1=O (stereo unspecified) in the list: -2	3
# Cc1nnc(SCC(=O)NC2CCCCCC2)n1N in the list: 4	1
# Cc1ccccc1CN1[C@@H](C(C)C)COCCS1(=O)=O in the list: 2	1
# CC(=O)c1sc(NC(=O)C2CCN(c3ncnc4sc(C)c(C)c34)CC2)nc1-c1ccccc1 in the list: 4	1
# C#Cc1ccc([C@@H]2C=C(C(=O)NC3CC3)O[C@H](OCc3ccc(CO)cc3)C2)cc1 in the list: 3	-2

# (further entries)
SMILES,IDE cell inh,IDE cell activ
NC(=O)Nc1ccc(C(=O)OCC(=O)N2CCCC2=O)cc1,7,1
CN(c1cccc(Cl)c1)S(=O)(=O)c1cccc(C(=O)NCc2ccncc2)c1,7,-5
Cc1ccc(OCCC(=O)OCC(=O)NC2CCCC2)cc1,4,5
COCCN(C(=O)CSc1nc(-c2ccccc2)cn1N)c1c(N)n(Cc2ccccc2)c(=O)[nH]c1=O,4,0
Cc1ccc2ccc3cccc4ccc1c2c34,7,-12
CC(OC(=O)c1nc(Cl)ccc1Cl)C(=O)c1ccccc1 (stereo unspecified),-4,10
CC(NC(=O)COC(=O)CNC(=O)c1ccccc1Cl)C1CC2CCC1C2 (stereo unspecified),-4,3
O=C(COC(=O)c1nc(Cl)ccc1Cl)Nc1ccc2[nH]c(=O)[nH]c2c1,-1,-4
COc1ccc(C(CNC(=O)CNS(=O)(=O)c2ccc(NC(C)=O)cc2)N2CCOCC2)cc1 (stereo unspecified),-6,0
O=C(COC(=O)c1cc(S(=O)(=O)N2CCCC2)ccc1O)Nc1ccccc1Br,10,-3
